Assay outcomes: PubChem BioAssay, National Center for Advancing Translational Sciences (NCATS)
S3 lipid droplet: qHTS Assay for Lipid Storage Modulators in Drosophila S3 Cells | Drosophila S3 cells, BODIPY lipid droplet fluorescence, 18-24 h; cells fed with added oleic acid | Potency in µM for hits, for the others lipid storage change, negative = inhibition, % at the top dose, mostly 46.1 µM | 320,000 compounds, 0.64% hits | AID 2685, 2010; active = well fitted inhibition curve with a large enough effect in the signal ratio, with a control signal flat, not every such curve was filed as active; inconclusive = small, poorly fitted or top-dose-only effect, or effect the other way, or a change in a side signal; the % refers to the signal ratio
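Drosophila S3 cells got compounds at several concentrations plus oleic acid (400 uM solution). Laser-scanning cytometry with 488 nm excitation read lipid droplets at 500-530 nm and cells at 575-640 nm. Percent activity was relative to 20 uM Triacsin C.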
S3 lipid droplet cell count max: further read-out of S3 lipid droplet, marked with its call; cell number change, %; measured here: cell count max response;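 cells counted by Cell Tracker Red CMTPX staining in the red channel; peak over a dose series mostly up to 46.1 µM; percent activity relative to internal control wells on each plate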
An asterisk follows results filed as active; i = inactive; ? = inconclusive; nt = not tested or not shown; [ ] = remark or other dose. % is set by controls: 0 for no effect and ±100 for the full control effect; potency is the fitted concentration of half-maximal effect. An excerpt; rates above refer to the full screens.

S3 lipid droplet	S3 lipid droplet cell count max	Compound
?	nt	CCCCn1c(N)c(N(C(=O)CSc2nnnn2-c2ccccc2)C2CCCC2)c(=O)[nH]c1=O
?	nt	CC(CCCC(C)(C)O)NC(=O)c1ccc2oc(CCc3ccccc3)nc2c1 (stereo not given)
?	nt	Cc1ccc(OCC(=O)NNC(=O)c2ccc(-n3cncn3)c([N+](=O)[O-])c2)cc1
-8%	1	CCNC(=O)C1CC(=O)N(CCCc2ccccc2)C(=Nc2ccccc2)S1 (stereo not given)
i	6	CC1CN(CCc2ccccc2)c2nc3c(c(=O)n(CC(N)=O)c(=O)n3C)n2C1 (stereo not given)
9%	16	CCOc1ccc(CC(=O)N/N=C/c2sccc2C)cc1
?	nt	COc1ccc(C2CC(=O)OC3=C2C(=O)CC(C)(C)C3)c(OC)c1 (stereo not given)
?	nt	Cn1c(CCN2CCCCC2)nc2cc(NS(=O)(=O)c3ccc(Cl)cc3)ccc21
6%	10	O=C(N/N=C/c1cccc([N+](=O)[O-])c1)c1c[nH]c2ccccc12
?	nt	CC(=O)Nc1ccc(-c2nc3cc(Cl)ccc3o2)cc1

Filtered by structure: those above with four or more nitrogen atoms.
S3 lipid droplet	S3 lipid droplet cell count max	Compound
?	nt	CCCCn1c(N)c(N(C(=O)CSc2nnnn2-c2ccccc2)C2CCCC2)c(=O)[nH]c1=O
?	nt	Cc1ccc(OCC(=O)NNC(=O)c2ccc(-n3cncn3)c([N+](=O)[O-])c2)cc1
i	6	CC1CN(CCc2ccccc2)c2nc3c(c(=O)n(CC(N)=O)c(=O)n3C)n2C1 (stereo not given)
?	nt	Cn1c(CCN2CCCCC2)nc2cc(NS(=O)(=O)c3ccc(Cl)cc3)ccc21
6%	10	O=C(N/N=C/c1cccc([N+](=O)[O-])c1)c1c[nH]c2ccccc12

Taken from the entries so far for reference:
S3 lipid droplet	S3 lipid droplet cell count max	Compound
9%	16	CCOc1ccc(CC(=O)N/N=C/c2sccc2C)cc1
?	nt	COc1ccc(C2CC(=O)OC3=C2C(=O)CC(C)(C)C3)c(OC)c1 (stereo not given)
?	nt	Cn1c(CCN2CCCCC2)nc2cc(NS(=O)(=O)c3ccc(Cl)cc3)ccc21
6%	10	O=C(N/N=C/c1cccc([N+](=O)[O-])c1)c1c[nH]c2ccccc12
?	nt	CC(=O)Nc1ccc(-c2nc3cc(Cl)ccc3o2)cc1

(next part)
S3 lipid droplet	S3 lipid droplet cell count max	Compound
?	nt	CCOc1ccc(CN(C)CC(=O)NCc2ccccc2Cl)cc1
?	nt	NC(=O)COC(=O)c1ccccc1OCc1ccc(Cl)cc1
?	nt	Cc1ccccc1NC(=O)C1CCCN(S(=O)(=O)c2c(C)noc2C)C1 (stereo not given)
i	nt	CCn1c(C)c(C)c2cc(C(=O)NCCCN3CCCCCC3)ccc21
?	nt	CCCOc1ccc(C(=O)CCC(=O)OC(C)C(=O)Nc2ccc(NC(C)=O)cc2)cc1 (stereo not given)
?	nt	COc1ccc(NC(=O)CSc2nc(O)cc(=O)n2-c2ccc(OC)cc2)cc1
?	nt	CC1=NC(C(F)(F)F)(C(F)(F)F)C2=C(CC(C)(C)CC2=O)N1Cc1ccco1
?	nt	CCOc1ccc(-c2nnc(SCC(=O)Nc3ccc4c(c3)c3ccccc3n4CC)n2N)cc1
?	nt	Cc1cc(C)cc(CC(CC(=O)Nc2ccc(Cl)cc2)C(=O)O)c1 (stereo not given)
?	nt	COc1ccc2cc(OCC(=O)NNC(=O)Nc3ccc(OC)c(OC)c3)ccc2c1
?	nt	COCCn1c(C)cc(C(=O)CSc2ccc3ccccc3n2)c1C
?	nt	CCCCN(CCCC)CP(=O)(c1ccccc1)c1ccccc1
?	nt	CCOC(=O)c1nn(-c2ccc3c(c2)OCCO3)cc1O
?	nt	CC(C)(C)c1ccc(OCCNC(=O)Cc2ccc(F)cc2)cc1
-3%	-4	Cc1ccc(C(=O)NCCSc2ccc(Cl)cc2)cc1[N+](=O)[O-]
?	nt	Cc1cc(C)n(CCC(=O)N/N=C/c2ccc(Cl)c([N+](=O)[O-])c2)n1
?	nt	CS(=O)(=O)N(CC(=O)N1CCN(c2ccc(F)cc2)CC1)C1CCCCC1
?	nt	CN(C)S(=O)(=O)c1cccc2nsnc12
?	nt	CC(C)(C)NS(=O)(=O)c1ccc(OCC(=O)Nc2ccc3c(c2)OCCO3)cc1
i	8	Cc1ccccc1-c1nnc(CS(=O)(=O)c2ccccc2)o1
28%	-9	CS(=O)(=O)N1N=C(c2ccco2)CC1c1ccc(Cl)cc1 (stereo not given)
?	nt	COc1cc(-c2noc(C)c2C(=O)NCCc2c[nH]c3ccccc23)cc(OC)c1OC
?	nt	O=C(NC1CCCCC1)C(=S)NCc1ccccc1
?	nt	CC(/C=N/NC(=O)CSc1nc2ccccc2n1C)=C\c1ccco1
?	nt	CCN1C(=O)C2(C(C#N)=C(N)Oc3cc(C)oc(=O)c32)c2ccccc21 (stereo not given)
5%	14	CCn1c(CC(=O)Nc2ccccc2)n[nH]c1=S
-9%	-4	CNCCC(Oc1ccc(C(F)(F)F)cc1)c1ccccc1 (stereo not given)
7%[9.22 µM]	nt	CCOCCCNC(=O)CCCn1nc(C)n2c(cc3sccc32)c1=O
?	nt	O=C(Nc1ccc(C(=O)N2CCC(O)(c3ccc(Cl)c(C(F)(F)F)c3)CC2)cc1)c1ccc(Br)o1
-10%	-22	C=Cn1ccnc1P(=S)(c1ccc2c(c1)c1ccccc1n2CC)c1nccn1C=C
i	-14	CNC(=O)CSc1nnc(-c2cccnc2)n1CCc1ccccc1
13%	15	CCOC(=O)c1c(-c2ccc(C)cc2)csc1NC(=O)CCSc1nnc2ccccn12
1%	-1	CCOc1cc(N2CCOCC2)c(OCC)cc1NC(=O)CSc1ccccc1C(=O)O
i	-10	CN1CCN(CC(=O)c2ccccc2F)CC1
?	nt	COc1cc2ncnc(NCc3ccco3)c2cc1OC
-1%	12	CC(C)(CO)CN1CCC(n2nccc2NC(=O)C2CCCC2)CC1
-12%	2	S=c1nc2ccccc2c2nc(-c3ccccc3Br)[nH]n12
-3%	-16	COC(=O)N/N=C/c1cccnc1
?	nt	COc1ccc(C(=O)N/N=C(\C)Cn2cnc([N+](=O)[O-])n2)cc1
?	nt	Nc1ncnc2nc(SCC(=O)Nc3ccccc3F)[nH]c12
i	nt	CCOC(=O)C1CCN(C(=O)C2CCN(S(=O)(=O)c3cc(Cl)ccc3Cl)CC2)CC1
8%	-14	C=CCN(CC=C)C(=O)C1CC(=O)N(c2ccc(Br)cc2)C1 (stereo not given)
-6%	10	COC(=O)c1c(-c2snnc2C)n[nH]c1C
?	nt	NC(N)=N/N=C/c1ccc(OCc2ccccc2Cl)cc1
12%	-8	CC(=O)C(C)Oc1ccc2c3c(c(=O)oc2c1)CCCC3 (stereo not given)
?	nt	COC(=O)c1ccc2[nH]c([C@H](C)O)c([C@H](C)O)c2c1
?	nt	Cn1c(NCCO)nc2c1c(=O)n(Cc1ccc(F)cc1)c(=O)n2C
?	nt	Cc1cc(=O)oc2c(C(=O)/C=C/c3ccccc3)c(O)ccc12
?	nt	O=C(Cc1ccc([N+](=O)[O-])cc1)N1N=C(c2ccncc2)CC1(O)C(F)(F)F (stereo not given)
?	nt	Cc1nnc(NC(=O)C2CCN(C(=O)c3ccco3)CC2)s1

Following part
S3 lipid droplet	S3 lipid droplet cell count max	Compound
i	-8	CCCCn1c(C)cc2cc(O)ccc21
?	nt	COc1ccccc1N(CC(=O)Nc1ccccc1)S(=O)(=O)c1cccs1
6%	17	COC(=O)c1cccc(-n2c(C)cc(C=O)c2C)c1C
i	-16	COc1cc(/C=C/c2ccc3cccc(O)c3n2)cc(Cl)c1OC
-13%	-10	O=C(Nc1nnc(-c2ccccn2)o1)c1cccc(Br)c1
?	nt	O=C(NC(=S)NC1C2CC3CC(C2)CC1C3)C12CC3CC(CC(C3)C1)C2 (stereo not given)
?	nt	CCOC(=O)c1c(C)[nH]c(C)c1S(=O)(=O)NCC1CCN(Cc2cccc(Cl)c2)CC1
?	nt	Cc1nc2ccc(NC(=O)c3cccnc3)cc2s1
?	nt	COC(=O)c1ccccc1NC(=O)C/C(C)=N/NC(=O)Cc1ccc(Cl)cc1
i	25	CCCSc1nnc(-c2ccccc2NC(=O)CC)c(=O)[nH]1
?	nt	Cc1cc(NC(=O)C2CCN(C(=O)c3ccco3)CC2)ccc1Br
?	nt	CCOC(=O)c1c(C)nc2sc3c(=O)n(-c4ccc(C(C)=O)cc4)cnc3c2c1-c1ccc(OC)cc1
?	nt	OC[C@H]1O[C@H](OC[C@H]2O[C@H](OC[C@H]3O[C@H](O[C@]4(CO)O[C@H](CO)[C@@H](O)[C@@H]4O)[C@H](O)[C@@H](O)[C@@H]3O)[C@H](O)[C@@H](O)[C@H]2O)[C@H](O)[C@@H](O)[C@H]1O
?	nt	CC(=O)Nc1cccc(N2C(=O)CCC2=O)c1
-15%	4	O=S(=O)(Nc1ccncc1Cl)c1cc(Cl)ccc1Cl
i	12	COc1ccc(-c2cc(=O)oc3cc(OCC(=O)NCC4CCC(C(=O)O)CC4)ccc23)cc1 (stereo not given)
?	nt	CCOc1cc(C(=O)N2CCN(C/C=C/c3ccccc3)CC2)cc(OCC)c1OCC
23%	nt	CC(C(=O)O/N=C(\N)c1cccnc1)c1ccc([N+](=O)[O-])cc1 (stereo not given)
-6%	19	O=[N+]([O-])c1cccc(-c2nnc3cccc(Cl)n23)c1
?	nt	COCCN(C(=O)COC(=O)c1cc(C)n(-c2ccccc2)c1C)c1c(N)n(Cc2ccccc2)c(=O)[nH]c1=O
?	nt	O=C(N/N=C/c1ccc(-c2cccc([N+](=O)[O-])c2)o1)c1cccs1
?	nt	O=C(O)c1ccc(N/N=C/C=C/c2ccccc2[N+](=O)[O-])cc1
?	nt	O=c1[nH]c(SCc2cccc(Cl)c2)nc2ccccc12
?	nt	Cc1ccc(C(=O)CSc2ccc(-c3cccnc3)nn2)cc1
11%	6	Cc1cc(Cl)ccc1NC(=S)NC(C)(C)C
?	nt	CC(=O)N1CCN(S(=O)(=O)c2cccc(C(=O)NNC(=O)COc3ccc(F)cc3)c2)CC1
?	nt	CCCN1C(=O)c2ccccc2NC1c1ccc(OC)cc1OC (stereo not given)
?	nt	CCOC(=O)c1cc(CNC(=O)c2c(C)oc3c2CCCC3)c(C)o1
i	nt	COc1cccc(NC(=O)c2cccc(S(=O)(=O)N3CCN(Cc4ccccc4)CC3)c2)c1
i	-14	CC(=O)Nc1cccc(C(=O)NNC(=O)c2n[nH]c(=O)c3ccccc23)c1

Pulled by compound from the list above (2):
S3 lipid droplet	S3 lipid droplet cell count max	Compound
?	nt	CC(=O)N1CCN(S(=O)(=O)c2cccc(C(=O)NNC(=O)COc3ccc(F)cc3)c2)CC1
?	nt	O=c1[nH]c(SCc2cccc(Cl)c2)nc2ccccc12

The listing continues.
S3 lipid droplet	S3 lipid droplet cell count max	Compound
?	nt	CCCCn1nc(C(=O)NCC2COc3ccccc3O2)c2ccccc2c1=O (stereo not given)
?	nt	Cc1sc2ncn(CC(=O)NCCCC(=O)N3CCN(c4ccccc4F)CC3)c(=O)c2c1C
?	nt	c1ccc(Cc2nnc3sc(-c4ccncc4)nn23)cc1
?	nt	Cc1cc(C(C)(C)C)ccc1OC(=O)C1=CC=CN2CCS(=O)(=O)N=C12
?	nt	COc1ccc(OC)c(NC(=O)NCCN2CCN(c3ccccc3)CC2)c1
-9%	-21	CCCN1CC(=O)N2C(c3cccc(OC)c3OC)c3[nH]c4ccccc4c3C[C@H]2C1=O (stereo not given in full)
4%	18	N/C(Cc1cccc2ccccc12)=N\OC(=O)c1ccc(Br)o1
?	nt	CCCCn1c(N)c(N(CC(C)C)C(=O)c2cc(-c3ccncc3)nc3ccccc23)c(=O)[nH]c1=O
?	nt	O=C(Cc1noc2ccccc12)NNC(=S)Nc1ccc(Cl)cc1
?	nt	COc1ccc(/C(C)=N/N2CCCCC2)c(O)c1
?	nt	N/C(=N\OC(=O)CCCc1ccccc1)c1ccc(Br)cc1
?	nt	C/C(CCC1CC(C)OC1=O)=N\NC(N)=O (stereo not given)
6%	-5	COc1ccc(CCNC(=O)CN(c2cc([N+](=O)[O-])ccc2OC)S(C)(=O)=O)cc1OC
5%	1	COc1ccccc1N(CC(=O)Nc1ccccc1C(=O)N1CCOCC1)S(C)(=O)=O
i	4	COc1ccccc1/C=C/C(=O)NCCc1ccccn1
?	nt	Cc1cc(C)c(OCCN(C)C)c(Cl)c1
?	nt	O=C(Nc1cccc(Br)c1)c1ccc(Cl)c(S(=O)(=O)N2CCOCC2)c1
?	nt	O=[N+]([O-])c1c(C(Cl)Cl)nn(-c2ccc(Cl)cc2)c1N1CCCCC1
i	-19	CCOC(=O)C1=C(C)Nc2ccccc2N/C1=N\S(=O)(=O)c1cc(C(=O)O)ccc1Cl
?	nt	O=C(C1CCCN1C(=O)c1cccs1)N1CCN(S(=O)(=O)c2ccc(F)cc2)CC1 (stereo not given)
-18%	-16	O=C1/C(=C/c2cccnc2)SC(=S)N1N1CCOCC1
-22%	-14	CC1CN(c2snnc2C=C2C(=O)OC(C)(C)OC2=O)CC(C)O1 (stereo not given)
?	nt	COc1ccc(S(=O)(=O)N(C)C)cc1NC(=O)COC(=O)c1nn(C)c(=O)c2ccccc12
i	nt	CC(NS(C)(=O)=O)C(c1cccs1)N1CCN(c2ccc(F)cc2)CC1 (stereo not given)
i	nt	Cc1occc1-c1nnc(SCC(=O)N2c3ccccc3CCc3ccccc32)n1C
4%	1	COc1ccc(Nc2nc(N)nc(CSc3nnc(C)s3)n2)cc1
